ATXN2 expr inh = ATXN2 expression inhibition | HEK-293 ATXN2-luciferase reporter, luminescence, 24 h | Potency, µM (titrated, usually from 57 µM), inactives show at the top dose activity change, negative = inhibition, usual class: inhibitors | 0.72% of 360,000 active; also: potency is read from the fitted curve at half-maximal effect; % is scaled to controls: 0 for no effect and ±100 for the full control effect; nearly all actives have a fitted effect of over 55% in size
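qHTS (up to 57 uM final) was run with 24 h compound exposure of reporter cells at 37 °C. Each well was multiplexed: SteadyGlo luminescence measured ATXN2-luciferase expression after a fluorogenic Gly-Phe-AFC viability readout (25 uM final).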
HT1080-NT tox = kills 2HG-producing HT-1080-NT fibrosarcoma cells; 1.6% of 360,000 active; Potency, µM (highest dose often 46.1 µM), for the others: at the top dose activity, negative = less viability, hits mostly cytotoxic; HT-1080-NT fibrosarcoma viability, CellTiter-Glo ATP luminescence, 48 h;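 also: NT is the 2HG producing partner of a matched IDH1 knockdown line; potency is read from the fitted curve at half-maximal effect; 0% = DMSO-treated cells and -100% = media-only wells without cells; nearly all actives have a fitted effect of over 55% in size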
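A 48-hour cytotoxicity screen used HT-1080-NT cells plated 2 hours before compound delivery. ATP-based CellTiter-Glo luminescence measured viability, normalized to DMSO and no-cell controls.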
ATXN viability = viability counter-screen for ATXN expression inhibitors. S2 cells (HEK-293 line with an ATXN2-luciferase reporter) viability, CellTiter-Fluor protease fluorescence, 24 h. Potency, µM (series often up to 56.7 µM), usual class: cytotoxic. 0.49% of 400,000 active; also: potency is read from the fitted curve at half-maximal effect; nearly all actives have a fitted effect of over 40% in size
KB-V1 cytotox = kills drug-selected multidrug resistant KB-V1 cells; Potency, µM (top dose mostly 46.1 µM), for the others: top-dose activity change, negative = cytotoxicity, most hits filed as cytotoxic; KB-V1 MDR cells viability, CellTiter-Glo, 72 h; AID 1347076; 3.4% of 400,000 active; also: potency is read from the fitted curve at half-maximal effect; % is scaled to controls: 0 for no effect and ±100 for the full control effect; nearly all actives have a fitted effect of over 60% in size
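Following 72 h at 37 degrees C with compound, KB-V1 cell viability was read by CellTiter-Glo luminescence, medium being phenol-red-free DMEM plus 10% FBS; concentration-response parameters came from normalized, curve-fitted qHTS data.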
KB-3-1 tox = KB-3-1 parental cell cytotoxicity. 1.4% of 400,000 active. KB-3-1 viability, CellTiter-Glo ATP luminescence, 72 h. Potency, µM (top dose mostly 46.1 µM), for the others: top-dose activity change, negative = cytotoxic, usual class: cytotoxic; also: potency is read from the fitted curve at half-maximal effect; % is scaled to controls: 0 for no effect and ±100 for the full control effect; nearly all actives have a fitted effect of over 60% in size
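KB-3-1 cells, DMEM (no phenol red) + 10% FBS; compound by pin transfer, 72 h, 37 °C. Readout: CellTiter-Glo luminescence after 10 min. Data normalized, curve-fitted.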
HT1080 IDH1KD tx = kills HT-1080 cells with IDH1 knockdown; Potency, µM (top dose mostly 46.1 µM), inactives show at the highest dose activity, negative = toxicity, most hits filed as cytotoxic; HT-1080 IDH1 knockdown viability, ATP luminescence, 48 h; AID 686971; 2% of 360,000 active;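 also: potency is read from the fitted curve at half-maximal effect; 0% = DMSO wells and -100% = cell-free medium wells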
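HT-1080-IDH1KD cells (IDH1 knocked down), 750/well in RPMI with 5% FBS, treated with compound 48 h at 37 degrees C. Viability by CellTiter-Glo luminescence, normalised to DMSO and no-cell wells; concentration-response curves classed.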
MCF10A rereplic = inducers of DNA re-replication in MCF 10A breast cells | AID 624296 | MCF 10A DNA re-replication, Hoechst nuclear intensity, 48 h | Potency, µM (titrated, usually from 46.1 µM), inactives show at the highest dose activity, positive = re-replication, actives largely listed as activators | 2.9% of 350,000 active; also: potency is read from the fitted curve at half-maximal effect; % of control where 0% means no effect; nearly all actives have a fitted effect of over 50% in size
SW480 rereplic = induces DNA re-replication in SW480 colon adenocarcinoma cells. SW480 DNA re-replication, Hoechst DNA content imaging, 48 h. Potency, µM (titrated, usually from 46.1 µM), for the others: at the top dose re-replication activation, usual class: activators. 1.8% of 340,000 active. AID 624297; also: potency is read from the fitted curve at half-maximal effect; % of control where 0% means no effect; nearly all actives have a fitted effect of over 55% in size
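Cells (250 per well) received 23 nL compound or DMSO by pin tool and were kept 48 hr at 37 C, 5% CO2. Nuclei were then stained with Hoechst for 40 min and scanned for DNA content.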
IL-1B inflam inh = blocks inflammasome-driven IL-1 beta release; THP-1 LPS/ATP IL-1B secretion, AlphaLISA, 16 h; hits give low values; activity change, % at 57.5 µM; 4.7% of 360,000 active; in the data active = activity change below about -50%; inconclusive = mostly about -30% to -49%; also: % is scaled to controls: 0 for no effect and ±100 for the full control effect
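THP-1 cells pretreated 1 hr with compounds (up to 57.5 uM final), then stimulated with LPS (250 ng/mL final) plus ATP (1.25 mM final); secreted IL-1B measured by AlphaLISA after 16 hr, decreased signal indicating inhibition.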
The depositor's hits bear a star; i = inactive; ? = inconclusive; . = not tested or not shown; & = joins results of further samples; [ ] = another dose, or the depositor's remark. Unless noted, calls follow the shape of the dose curve; as a rule, active = well fitted curve in the direction sought with a large enough effect; inconclusive = small, poorly fitted or top-dose-only effect, or another doubt; inactive = no such curve, though single readings can be large; an effect the other way counts as inactive or inconclusive.

SMILES	ATXN2 expr inh	HT1080-NT tox	ATXN viability	KB-V1 cytotox	KB-3-1 tox	HT1080 IDH1KD tx	MCF10A rereplic	SW480 rereplic	IL-1B inflam inh
COc1ccc(-n2c(-c3ccccc3)cc3c2CCCC3=O)cc1	-3%	-12%	?	12µM*	?	-10%	?	3%	26
Cn1c(SCC(=O)c2ccccc2)nnc1-c1cccc(N)c1	41%[activator]	11%	i	?	8%	18%	3%	-2%	-15
COc1cc(OC)cc(C(=O)OCC(=O)Nc2cccc(S(=O)(=O)NC3=NCCCCC3)c2)c1	9%	5%	i	-2%	-2%	6%	5%	-9%	8
CCC(C)(C)NC(=O)c1cccc(NC(=O)C(C)C)c1	-11%[11.3 µM]	5%	i	-1%	11%	16%	-5%	-8%	4
COc1ccc(N(C(=O)CNC(=O)c2ccco2)C(C(=O)NCC2CCCO2)c2ccccc2)cc1Cl (stereo unspecified)	5%	1%	i	-8%	19%	0%	-2%	-13%	0
Cn1c(-c2c(N)n(CCc3ccccc3)c3nc4ccccc4nc23)nc2ccccc21	-15%	-1%[9.24 µM]	.	15µM*	?	?	?	8.2µM*	-8
C=CCn1c(COc2cccc3ccc(C)nc23)nnc1SCC(=O)OC	1%	7%	i	23%	5%	8%	-14%	-2%[9.22 µM]	42
CC1CCC2(CC1)NC(=O)N(CC(=O)N1CCN(C(=O)c3ccco3)CC1)C2=O (stereo unspecified)	10%	-19%[9.24 µM]	i	0%	-9%	-1%	-8%	-2%	1
O=C(O)CC(c1cccc(Cl)c1)n1cccc1 (stereo unspecified)	-12%	6%	i	10%	3%	5%	-2%	6%	13
CCOC(=O)c1sc(N)c(C(=O)Nc2ccccc2)c1C	14%	9%	i	4%	-1%	0%	?	-67%[inhibitor]	-15
Oc1ccccc1C1=NCCNC(C(F)(F)C(F)F)=C1	-8%	0%	i	19%	14%	-4%	10%	0%	23
Cc1nnc(N2C(=O)c3oc4ccccc4c(=O)c3C2c2cccc(OCCC(C)C)c2)s1 (stereo unspecified)	-5%	.	i	19%	11%	.	.	.	.
Cc1ccc(S(=O)(=O)N(CC(=O)Nc2cccnc2)c2ccccc2C)cc1	-15%	-7%	i	?	2%	-6%	13%	-3%	22
O=C(Nc1ccccc1)NC1CS(=O)(=O)CC1O (stereo unspecified)	2%	-10%	i	-6%	0%	-2%	-3%	-4%	2
Cc1ccccc1NC(=O)CCn1nc(-c2ccc(Cl)cc2)c2ccccc2c1=O	-6%	.	i	4%	15%	.	.	.	.
CC1(C(=O)O)CCCN1C(=O)c1cccc(F)c1 (stereo unspecified)	13%	11%	i	12%	0%	26%	.	.	24
O=C(O)c1ccc(N=NN2CCCCCC2)cc1	-13%	-1%	i	-1%	-5%	11%	?	21%	0
COc1ccc(C(=O)Nc2nnc(SCC(=O)NCC3CCCO3)s2)cc1OC (stereo unspecified)	10%	15%	i	?	10%	10%	0%	1%	0
COC(=O)C(CCCCN1C(=O)C2C3C=CC(C3)C2C1=O)N1C(=O)C2C3C=CC(C3)C2C1=O (stereo unspecified)	3%	1%	i	-4%	2%	0%	5%	-2%[9.22 µM]	0
N#CCCN1CCN(Cc2ccccc2)CCC1=O	1%	3%	i	-7%&3%	21%&5%	5%	0%	-13%[9.22 µM]	11
Cc1cccc(C)c1NC(=O)COC(=O)c1cc(-c2cccnc2)nc2ccccc12	.	6%	i	24%	1%	1%	12µM*	0%	39
CCc1ccc2[nH]c(=O)c(CN(Cc3ccccc3)C(=O)Nc3ccccc3OC)cc2c1	-25%	?	?	?	-28%	?	-3%	?	-59*
O=[N+]([O-])c1ccccc1NCc1ccc(Cl)cc1	9%	1%	i	?	?	0%	6%	1%	16
Cc1cc(C)n2nc(C(=O)OCC(=O)c3cc(C)n(CC4CCCO4)c3C)nc2n1 (stereo unspecified)	4%	10%	i	11%	9%	20%	-1%	-12%	26
Cc1cccc(OCCC(=O)Nc2ccc(F)c(Cl)c2)c1	4%	-3%	i	-3%	-5%	0%	17%	3%	-84*
O=C(COC(=O)CNS(=O)(=O)c1ccc2ccccc2c1)Nc1ccccc1Sc1ccccc1	-4%	0%	i	2%	0%	-1%	-1%	-4%	13
CCC(NC(=O)c1cccc(Cn2cc([N+](=O)[O-])cn2)c1)c1ccc(C(C)C)cc1 (stereo unspecified)	-20%	-20%	i	7.3µM*	?	?	26%	20%	-13
Cc1nn(C)c(C)c1S(=O)(=O)NC1CCCc2ccccc21 (stereo unspecified)	-34%	0%	i	?	-22%	4%	1%	-2%	-28
CCOc1ccc(CCn2c3c(c(=O)[nH]c2=O)C(NC(=O)c2cccc(F)c2)(C(F)(F)F)C(=O)N3)cc1OCC (stereo unspecified)	7%	.	i	0%	?	.	.	.	.
Cn1c(SCC(=O)Nc2cc(C(C)(C)C)nn2-c2ccccc2)nc2ccccc21	-19%	-11%	i	0%	-15%	-18%	?	?	6
CCN1/C(=C2\C(=O)N(C)C(=S)N2C)C=Cc2cc(C)ccc21	13%	-19%	?	?	-24%	-16%	6%	-4%	-20
CCSc1ncccc1C(=O)N[C@@H](CCSC)C(=O)OC	0%	17%	i	-8%	-3%	15%	1%	0%	-21
CC1(C)Cc2ccccc2C(NNC(=O)c2ccncc2)=N1	-4%	6%	i	1%	-13%	14%	-1%	-2%	17
O=C(OCC#CCSc1nnc(-c2ccccc2)o1)c1cccs1	19%	23%	i	22%	1%	4%	-13%	1%	7
COc1ccc(-c2nc3ccc(C)cn3c2NCc2ccccc2)cc1SC1CCCCC1	-9%	?	16µM*	-13%	-21%	?	18µM*	3%[9.22 µM]	0
CCCS(=O)(=O)NC(=O)C1(C)CCCN(C(=O)c2cc(C)n(C(C)(C)C)n2)C1 (stereo unspecified)	3%	27%	i	0%	0%	13%	.	.	52
CS(=O)(=O)Nc1ccccc1C(=O)Nc1ccccc1C(=O)N1CCCC1	4%	23%	i	22%	13%	9%	0%	4%	29
COc1c2occc2c(OC)c2c(=O)cc(C(F)(F)C(F)(F)F)oc12	-13%	-3%	i	10%	25%	0%	-6%	1%	40
O=C(Nc1ccc(SC(F)F)cc1)c1cc(-c2ccc3c(c2)OCCO3)on1	6%	.	i	-4%	4%	.	.	.	.
Cc1ccc(C(=O)Nc2ccccc2N2CCN(C(=O)C(C)C)CC2)cc1	-12%	14%	?	?	3%	11%	1%	-1%	-16

Some of these compounds in order of their number in SW480 rereplic, rising.
structure	SW480 rereplic	IL-1B inflam inh
CCN1/C(=C2\C(=O)N(C)C(=S)N2C)C=Cc2cc(C)ccc21	-4%	-20
CC1(C)Cc2ccccc2C(NNC(=O)c2ccncc2)=N1	-2%	17
O=[N+]([O-])c1ccccc1NCc1ccc(Cl)cc1	1%	16
Cc1cccc(OCCC(=O)Nc2ccc(F)c(Cl)c2)c1	3%	-84*
CS(=O)(=O)Nc1ccccc1C(=O)Nc1ccccc1C(=O)N1CCCC1	4%	29
CCC(NC(=O)c1cccc(Cn2cc([N+](=O)[O-])cn2)c1)c1ccc(C(C)C)cc1 (stereo unspecified)	20%	-13

Look-ups from the results shown.
Under KB-3-1 tox, `Cc1ccc(S(=O)(=O)N(CC(=O)Nc2cccnc2)c2ccccc2C)cc1` is listed with 2%
Under MCF10A rereplic, `O=C(COC(=O)CNS(=O)(=O)c1ccc2ccccc2c1)Nc1ccccc1Sc1ccccc1` is listed with -1%

Next section
SMILES	ATXN2 expr inh	HT1080-NT tox	ATXN viability	KB-V1 cytotox	KB-3-1 tox	HT1080 IDH1KD tx	MCF10A rereplic	SW480 rereplic	IL-1B inflam inh
COCC(C)N=Cc1c(O)[nH]c2ccccc12 (stereo unspecified)	-5%	26%	i	20%	4%	10%	-4%	-4%	20
COCCN1Cc2cccc(C(=O)N3CCN(c4cc(C)ccc4C)CC3)c2C1=O	-3%	3%	i	-8%	-13%	-8%	7%	1%	19
CCc1ccc(NC(=O)C2CCCN(S(=O)(=O)c3cccnc3)C2)cc1 (stereo unspecified)	-26%	?	i	-18%	-14%	-15%	?	?	-3
O=C(Nc1cccnc1Cl)c1cc(-c2ccco2)on1	50%[activator]	12%	i	15%	13%	14%	8%	-2%	11
CCOc1ccc(NC(=O)CSc2nnc(NC(=O)C3CC3)s2)cc1	-2%	1%	i	1%	6%	15%	-2%	0%	0
CC(=O)N1CCc2cc(S(=O)(=O)CCC(=O)NCCc3ccccc3)ccc21	.	5%	i	-6%	-1%	3%	17%	-7%	0
O=C(CN1C(=O)NC2(CCCC2)C1=O)Nc1nc2ccccc2[nH]1	-6%	11%	?	6%	?	0%	-1%	6%	-27
COc1ccc(-c2cc(C(F)(F)F)n3nc(C(=O)N(C)Cc4ccccc4)cc3n2)cc1OC	-17%	-1%	?	?	4%	5%	?	21µM*	-21
COCCn1c(=N)c(S(=O)(=O)c2ccc(F)cc2)cc2c(=O)n3cccc(C)c3nc21	.	4%	i	-1%	1%	8%	3.7µM*	?	-2
O=C(C1CCCO1)N(c1ccc(F)cc1)C1C=CS(=O)(=O)C1 (stereo unspecified)	-4%	4%	.	2%	8%	11%	-3%	-4%	22
COc1ccc([C@H]2N[C@]3(CCCN(Cc4ccccc4)C3=O)[C@H]3C(=O)N(C)C(=O)[C@@H]23)cc1	-5%	9%	i	-4%	-11%	6%	.	.	-9
CC(OC(=O)C1CCN(c2ccc(C(F)(F)F)cn2)CC1)C(=O)Nc1ccc(S(N)(=O)=O)cc1 (stereo unspecified)	7%	5%	?	23%	12%	-1%	0%	3%	-7
O=C1C2CCCCN2C(=O)N1CCN1CCN(c2ccc([N+](=O)[O-])cc2)CC1 (stereo unspecified)	-4%	-18%	i	?	-13%	-2%	-1%	-6%[9.22 µM]	-17
Nc1ccccc1SCc1cn2cccnc2n1	3%	0%	i	-16%	5%	-17%	-3%	1%	7
CCOc1ncccc1C(=O)OCC(=O)c1ccc(OC)c(OC)c1	-17%[11.3 µM]	-10%	i	-20%	-21%	-2%	-1%	-10%	-9

High-throughput results as filed in PubChem.
